# SR-BI HDL uptake: mouse SR-BI HDL lipid transfer inhibition | ldlA[mSR-BI] CHO cells, DiI-HDL uptake fluorescence, 3 h | hit rate 0.96% among 320,000 | Q61009 | inhibition, % at 12.5 µM;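 active = mean replicate inhibition of at least 70% and a set share of replicates each scoring 70 or more; inconclusive = meets just one of the two criteria; inactive = fails both criteria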;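 note: 0% = median of neutral control wells and 100% = median of positive control wells; values of inactives mirror those of a sister screen read the other way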
# Target sequence (Q61009 whole entry, looked up): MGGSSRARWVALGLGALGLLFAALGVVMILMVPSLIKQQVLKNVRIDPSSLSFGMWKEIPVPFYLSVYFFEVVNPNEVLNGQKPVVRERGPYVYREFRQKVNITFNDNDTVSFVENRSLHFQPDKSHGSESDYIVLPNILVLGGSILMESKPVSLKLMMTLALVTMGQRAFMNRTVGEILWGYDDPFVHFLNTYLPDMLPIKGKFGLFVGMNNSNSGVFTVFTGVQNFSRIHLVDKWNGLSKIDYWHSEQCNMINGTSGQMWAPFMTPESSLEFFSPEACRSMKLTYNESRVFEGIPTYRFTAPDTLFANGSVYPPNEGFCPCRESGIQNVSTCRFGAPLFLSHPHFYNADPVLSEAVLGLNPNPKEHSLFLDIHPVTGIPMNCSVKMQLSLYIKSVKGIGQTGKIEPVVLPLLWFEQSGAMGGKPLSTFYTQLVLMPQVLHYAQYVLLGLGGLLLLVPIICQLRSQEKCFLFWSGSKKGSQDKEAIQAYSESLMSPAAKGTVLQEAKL
# Wnt act: activators of Wnt/beta-catenin signaling; AID 743398; Wnt/beta-catenin reporter cell assay, activator, plate reader; hit rate 1.2% among 300,000; activation, % at 9.35 µM; in the data active = activation above about 30%, passing the limit was not always enough; inconclusive = no clear call, values can overlap the other calls;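 note: 0% = neutral control wells and 100% = positive control wells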
# HTR5A ag: HTR5A agonism, opioid heterodimer counter-screen; AID 504692; activation, % at 9.3 µM; P47898; hit rate 0.61% among 340,000; HTR5A agonist assay, luminescence, cell-based; in the data active = activation mostly above about 9.5%, no sharp cut-off; inactive = mostly below about 7.6%;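 note: 0% = cells with vehicle only and 100% = reference agonist; strong numbers were not always called active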
# cardiac RTF act: increases calcium sensitivity of human cardiac regulated thin filaments | P19429+P45379 | IANBD-labeled TnC RTF fluorescence at EC20 calcium; 0% EC20 calcium, 100% full calcium | activation, % at 7.2 µM | hit rate 0.24% among 340,000 | AID 493008;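 active = activation above the mean over all tested compounds plus 3 SD, cut at about 30% in these data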;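 note: rise in fluorescence read as greater calcium sensitivity of cardiac thin filaments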
# dFosB activator: mouse delta FosB homodimer activation; P13346; purified delta FosB, TAMRA-CDK5 oligo fluorescence polarization; percent of positive-control signal above neutral wells; activation, % at 25 µM; hit rate 0.99% among 340,000; AID 493131;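 active = mean activation above about 17%, with every replicate also reaching it, limit read from the data, passing the limit was not always enough; inconclusive = only one of the two conditions met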;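 note: fluorescence polarization rise as delta FosB binds a TAMRA Cdk5 AP-1 oligo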
# SR-BI DiI-HDL act: SR-BI HDL lipid transfer activation; CHO ldlA[mSR-BI] cells, DiI-HDL uptake fluorescence, 3 h; 100 = double the neutral-control signal; hit rate 0.096% among 320,000; activation, % at 12.5 µM;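 active = mean replicate activation of at least 60% and every replicate at or above 60%; inconclusive = mean or all-replicate condition met, but not both; inactive = mean below 60% and not all replicates reaching 60%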;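 note: 0% = median plate neutral-control signal and 100% = twice that signal; values of inactives mirror those of a sister screen read the other way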
#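 Test system: SR-BI-overexpressing, LDLR-lacking CHO cells. Measured by: DiI fluorescence, bottom read. Medium: Ham's F12 with 0.5% BSA, HEPES 25 mM, pH 7.4. Timing: 3 h uptake period with compound, 37 °C.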
# Rtt109 Vps75: blocks Candida albicans Rtt109/Vps75 acetyltransferase activity | AID 540336 | purified Rtt109/Vps75, ThioGlo CoA-SH fluorescence, 4 h | hit rate 0.16% among 330,000 | Q5AAJ8 | inhibition, % at 34.9 µM;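 active = inhibition of at least 50% in every replicate; inconclusive = best replicate reaches 50% inhibition but some replicates fall short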
# Target sequence (Q5AAJ8 whole entry, looked up): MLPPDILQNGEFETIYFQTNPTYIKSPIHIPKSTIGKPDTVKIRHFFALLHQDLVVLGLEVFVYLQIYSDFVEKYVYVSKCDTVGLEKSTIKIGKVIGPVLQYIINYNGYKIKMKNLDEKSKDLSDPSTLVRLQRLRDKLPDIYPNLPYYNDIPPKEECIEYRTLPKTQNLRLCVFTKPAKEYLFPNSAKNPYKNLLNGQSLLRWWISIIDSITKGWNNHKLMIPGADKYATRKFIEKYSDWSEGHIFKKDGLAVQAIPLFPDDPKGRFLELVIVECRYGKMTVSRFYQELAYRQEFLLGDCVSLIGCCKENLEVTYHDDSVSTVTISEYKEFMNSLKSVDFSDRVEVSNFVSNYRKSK
# MITF TRPM1 HTS: MITF TRPM1 promoter activation in melanoma cells; activation, % at 12.5 µM; AID 588334; hit rate 0.75% among 300,000; SK-MEL-5 TRPM1-promoter luciferase, 24 h; % of positive control, neutral wells = 0;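 active = mean activation of at least 80% with every replicate also reaching 80%; inconclusive = mean reaches 80% but some replicate falls short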;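 note: 0% = neutral control wells and 100% = parthenolide positive control wells; values of inactives mirror those of a sister screen read the other way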
# CDK5 p35 inh: inhibitors of human CDK5/p35 kinase | Q00535+Q15078 | Recombinant CDK5/p35, ADP-Glo luminescence, 60 min | inhibition, % at 10 µM | hit rate 0.01% among 330,000 | AID 488839;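 active = highest replicate inhibition of at least 50% and at least 75% of replicates reaching 50%; inconclusive = only one of the two criteria met; inactive = both criteria failed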;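 note: plate controls were DMSO neutral control for no effect and GW8510 at 10 µM for full effect; many of its hits are not listed in these tables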
# PvdQ acylase: blocks Pseudomonas aeruginosa PvdQ acylase activity | purified PvdQ acylase, fluorescence plate reader | inhibition, % at 10 µM | hit rate 0.063% among 340,000 | AID 488965; in the data active = inhibition above about 30%, passing the limit was not always enough; inconclusive = no clear call, values can overlap the other calls;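 note: 0% = vehicle neutral wells and 100% = reference inhibitor wells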
# Numbers without * were called inactive; ? = inconclusive; nt = not tested or not shown. An unsorted share of the library; any-hit rate near 4.4%.
SMILES,SR-BI HDL uptake,Wnt act,HTR5A ag,cardiac RTF act,dFosB activator,SR-BI DiI-HDL act,Rtt109 Vps75,MITF TRPM1 HTS,CDK5 p35 inh,PvdQ acylase
COc1cc(/C=C2/C(=O)NN(c3cccc(C)c3)C2=O)ccc1OC(=O)c1ccco1,-11,2,4,8,-6,11,-2,2,-7.9,-17
O=C(Cc1cn2ccsc2n1)OCc1ccccc1,-21,-2,-3,-2,-6,21,-6,41,0.7,22
COc1ccc(-c2sc3ccccc3c2/C=C/c2ccncc2)cc1,52,-2,4,3,1,-52,7,-4,0.2,-8
O=C(COc1ccccc1)NC1CCS(=O)(=O)C1 (stereo not drawn),-34,9,-2,2,2,34,9,-14,-1.5,5
CCOC(=O)C1=NOC(C(=O)NN(C)c2ncc(C(F)(F)F)cc2Cl)C1 (stereo not drawn),-3,0,0,-4,-1,3,3,4,-1.2,-7
Cc1ccc(S(=O)(=O)NNC(=O)CCCCC(=O)NNS(=O)(=O)c2ccc(C)cc2)cc1,-7,0,2,-2,-1,7,3,5,-0.3,-2
COCCCN1CN(S(=O)(=O)c2ccc(C)cc2C)c2nc3ccccc3nc21,-15,1,1,2,-11,15,10,-4,2.7,18
C[C@@H]1CC[C@@]2(O[C@H](CCO)C[C@@H](O)[C@@H]2O)O1,-32,0,11,1,2,32,-10,0,-1.1,-14
Cc1ccc(C)c(C(=O)COC(=O)c2cc([N+](=O)[O-])ccc2N2CCOCC2)c1,73*,0,2,-5,-3,-73,2,18,-0.7,-2
O=C(NC1CCN(C(=O)Nc2ccc(F)cc2)CC1)c1ccc(F)cc1,nt,-2,-3,4,-1,nt,-2,-7,0.7,-11
NC(=O)C1(N2CCCCC2)CCN(C(=O)NC23CC4CC(CC(C4)C2)C3)CC1,-27,nt,2,-1,-5,27,-8,nt,-1.2,4
CCN(CC)S(=O)(=O)c1cc(C(=O)Nc2cccnc2)ccc1Cl,-10,nt,1,-6,0,10,2,-9,-0.7,-5
CCOC(=O)CCSCC(=O)Nc1cc(C)on1,-43,1,-2,-2,-5,43,-10,nt,-0.1,12
COc1ccc(C2=NOC(C(=O)NCCCn3ccnc3)C2)cc1 (stereo not drawn),-43,nt,2,1,1,43,-9,nt,-1.0,6
COc1ccc(C(=O)N2CCC(C(=O)NC3CC3)CC2)cc1,-26,2,6,-5,8,26,-2,6,0.1,8
O=C(CCN1C(=O)COc2ccccc21)NCCCN1CCN(c2ccccc2F)CC1,-2,nt,4,-2,-1,2,nt,-11,2.3,-9
Cc1nn(Cc2ccccc2)c(C)c1NC(=O)c1cccs1,-14,-1,-1,-1,-6,14,-9,0,-1.7,-9
CC(NC(=O)c1ccc(Cl)c(Cl)c1)c1ccc(-c2ccccc2)cc1 (stereo not drawn),0,1,4,2,2,0,-7,-5,-2.0,-15
COc1ccc2cc(-c3ccccc3F)ncc2c1,25,38*,1,1,-6,-25,0,66,1.7,2
CC(=O)c1cccc(NC(=O)C(C)N2CCc3ccccc3C2)c1 (stereo not drawn),nt,-3,-1,3,-22,nt,0,0,3.6,-16
O=C(NC1CCCCC1)c1ccc(-c2ccccc2[N+](=O)[O-])o1,9,25,-4,2,0,-9,3,11,1.9,6
COc1ccccc1C1/C(=C(\O)c2ccc3c(c2)OCCO3)C(=O)C(=O)N1Cc1cccnc1 (stereo not drawn),-16,0,-5,-7,-5,16,8,-11,0.2,12
CCOc1ccc(NC(=O)CC(NC(C)=O)c2ccccc2)cc1S(=O)(=O)N1CCCC1 (stereo not drawn),20,2,-2,-3,-5,-20,-6,17,0.1,-4
Cc1cc(C)n2nc(SCC(=O)NC3CCCCC3C)nc2n1 (stereo not drawn),-2,3,6,2,-2,2,-1,15,0.0,-10
CNc1nc2c(c(=O)[nH]c(=O)n2C)n1CCCc1ccccc1,4,2,-4,8,-6,-4,nt,-9,0.2,-11
COc1ccc(C(=O)N2CCOC23CCN(c2ncccn2)CC3)cc1,-13,0,-3,5,4,13,12,-3,0.6,0
Cc1cc2c(cc1S(=O)(=O)NCc1ccccc1)NC(=O)CO2,-1,-3,0,-2,-2,1,-6,5,-2.5,-10
O=C1C(=O)N(CCN2CCOCC2)C(c2ccccn2)/C1=C(/O)c1ccccc1 (stereo not drawn),-48,nt,12*,4,1,48,5,-3,-0.8,-12
c1ccc2c(c1)nc1n2CCS1,-19,-4,4,11,1,19,-5,nt,1.2,-15
Cc1cccc(-n2[nH]c3c4c(ccc3c2=O)C(=O)c2ccccc2C4=O)c1,-12,-5,4,-4,-1,12,-7,-6,-1.9,-13
CCn1c2ccc(F)cc2c2nnc(SCCN3CCOCC3)nc21,5,2,2,4,-6,-5,-1,-22,3.0,-7
COc1ccccc1NC(=O)C(C)Sc1nc2ccccc2c(=O)n1CC1CCCO1 (stereo not drawn),25,1,2,-10,-4,-25,-2,-10,-1.4,-13
CC(=O)c1cccc(NC(=S)N2CCN(S(=O)(=O)c3ccccc3)CC2)c1,13,2,3,2,-12,-13,-17,3,0.7,-3
O=C(NCC(=O)N(Cc1ccco1)C(C(=O)NC1CCCCC1)c1cccnc1)c1cccs1 (stereo not drawn),-1,nt,0,2,-6,1,2,2,-0.3,-9
CC(C)CC(NC(=O)c1ccc(Cl)cc1)C(=O)O (stereo not drawn),-11,nt,1,2,1,11,nt,nt,0.9,9
COc1ccc(CCNC(=O)C(=O)N2CCCCC2)cc1OC,2,nt,-3,3,2,-2,3,nt,-0.9,-8
CCOP(=O)(OCC)C(NC(=O)Nc1ccc(Cl)cc1)C(=O)N(CC)CC (stereo not drawn),-84,nt,2,-2,-4,?,nt,18,-0.7,-17
CC12CCC(=O)C=C1CCC1C3CC(O)C(O)(C(=O)CO)C3(C)CC(O)C12F (stereo not drawn),-1,-6,-1,0,-6,1,-13,-8,-0.7,-12
CCC1=NN2C(=N)/C(=C\c3ccc(OCCOc4ccccc4OC)cc3)C(=O)N=C2S1,14,-1,-2,1,3,-14,-13,-5,1.7,1
O=C(COC(=O)CCCC1=NS(=O)(=O)c2ccccc2N1)Nc1ccccc1,-12,-1,0,2,-10,12,0,-1,-0.6,-9
CCOc1cc(C)cc2oc(=O)cc(-c3ccccc3)c12,51,-1,1,12,-14,-29,3,-5,0.2,-11
c1ccc(CSc2nnnn2-c2cccc3ccccc23)nc1,3,-3,5,-2,-17,-3,-17,2,-1.8,-16
COc1ccccc1N1CCN(C/C(O)=C(\C#N)c2nc(-c3ccccc3)cs2)CC1,23,nt,-6,-1,-13,-23,0,-4,-1.5,10
CC(C)CC1CC(=O)OC1(C)C(=O)CSc1nc2ccccc2s1 (stereo not drawn),-4,nt,-7,-4,-9,4,10,7,0.1,1
O=C(NC(=S)Nc1cccc(F)c1)c1cccc([N+](=O)[O-])c1,6,2,2,0,-10,-6,nt,-3,0.8,-13
O=[N+]([O-])c1cccc(S(=O)(=O)N2CCc3ccccc3C2)c1,23,0,1,4,3,-23,2,nt,0.9,-1
Cc1ccc(C(=O)NCCc2c[nH]c3ccccc23)s1,nt,30,-1,2,-4,nt,1,nt,-1.3,9
CCN(CC)C(=O)COc1ccc2c(c1)C(=O)CC(C)(C)O2,nt,8,1,-1,8,nt,-10,-7,-0.9,-5
Cn1c(CN2CCCC2)nc2cc(NC(=O)Nc3ccccc3)ccc21,-13,-3,-1,-1,6,13,-2,?,1.2,2
CCCCCCCCc1nc(SC(C)C(=O)O)n[nH]1 (stereo not drawn),-1,4,0,1,1,1,-4,-8,-1.2,-15
COc1ccc(CCNC(=O)c2c(C)noc2C)cc1,-23,-2,2,0,-1,23,nt,1,-0.5,-7
CCOc1ccccc1NC(=O)/C(C#N)=C/c1c(C)nn(-c2ccc(F)cc2)c1Cl,16,-4,-8,-4,-3,-16,17,6,-1.7,5
c1ccc2sc(N3CCN(Cc4nnnn4CC4CCCO4)CC3)nc2c1 (stereo not drawn),-19,nt,1,-1,-6,19,-2,18,-1.0,-17
O=C(Cn1cc(C(F)(F)F)ccc1=O)Nc1ccccc1,4,6,8,3,5,-4,17,28,-2.3,7
COC(=O)N1CC(c2ccccc2)CC1=O (stereo not drawn),-23,nt,1,0,-3,23,5,0,-1.7,-8
CC(CNC(=O)CN1C(=O)NC2(CCOc3ccccc32)C1=O)c1ccccc1 (stereo not drawn),-3,0,-5,5,-9,3,1,-2,-1.6,-14
COC(=O)c1ccccc1NS(=O)(=O)c1ccc2[nH]c(=O)[nH]c2c1,0,nt,3,-4,-4,0,2,4,-1.5,0
C/C(CC(=O)Nc1cc(C)ccn1)=N\NC(=O)c1ccc(C)cc1,-22,-7,-2,11,-2,22,4,3,-6.2,-13
CC(CCc1ccccc1)NC(=O)CN1C(=O)NC2(CCCCC2C)C1=O (stereo not drawn),-11,-1,8,-1,-10,11,-1,-2,-0.6,3
CN(c1ccccc1)S(=O)(=O)c1ccc(C(=O)Nc2ncccc2O)cc1,48,14,-6,-11,0,-48,11,-15,0.1,8

# (further entries)
SMILES,SR-BI HDL uptake,Wnt act,HTR5A ag,cardiac RTF act,dFosB activator,SR-BI DiI-HDL act,Rtt109 Vps75,MITF TRPM1 HTS,CDK5 p35 inh,PvdQ acylase
Cc1noc(C)c1S(=O)(=O)Nc1ccc(C(=O)N2CCN(c3cccc(Cl)c3)CC2)cc1,-4,0,5,8,1,4,nt,1,-0.8,-21
CCOC(=O)C1(Cc2ccccc2)CCCN(Cc2ccc(OCC)c(CO)c2)C1 (stereo not drawn),-7,-2,1,-4,-4,7,5,-5,-0.6,-6
COc1ccc2nc(SCC(=O)NN)cc(C)c2c1,-3,-6,2,-4,1,3,-4,nt,1.1,-2
CC(=O)C1=C(O)C(=O)N(CCC(=O)O)C1c1ccc(Cl)cc1Cl (stereo not drawn),9,-3,1,-3,-6,-9,9,-5,-0.1,6
CC(=O)c1ccc(OCc2cc(C(=O)NCCN3CCCC(O)C3)no2)cc1 (stereo not drawn),3,-1,-2,-3,-2,-3,-12,-6,-1.6,-6
COc1ccc(C(=O)Nc2c(Cl)cc(Cl)cc2C(=O)N2CCOCC2)cc1,4,-5,4,11,1,-4,5,-6,0.2,-3
CCN(CC)CCn1c2c(c(SCC(=O)Nc3nccs3)nc1=O)CCCC2,-18,-1,-9,-1,-1,18,5,11,0.6,-1
Cc1ccc(C)c(NC(=O)CN(C)C(=O)c2cc3c(s2)CCCCC3)c1,3,1,7,-7,-12,-3,-5,-8,-5.7,-8
CCOC(=O)c1ccc2c(c1)nc(SCC(=O)NC(C)C)n2CC,19,nt,-1,-2,-8,-19,4,-6,1.4,-19
